Assay outcomes (PubChem)
PL synth Enamine = blocks phospholipid synthesis in CHO cells, Enamine compounds; ZR-82 CHO cells, pyrene fatty acid UV survival, CellTiter Blue; peroxisome-deficient CHO-K1 mutant line; plus DGAT-1, DGAT-2 and ACAT inhibitors; calls only at 10 µM; 0.4% of 20,000 active;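 active = cell survival signal 2 SD away from solvent-only control wells, confirmed on one or two retests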;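 also: 3 h compound exposure then viability read about one day after UV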
Calls only; i = inactive. Only part of the results is shown, so the mix of outcomes need not match the whole.

Preview, five compounds:
| compound | PL synth Enamine |
| --- | --- |
| Ic1cccc(Nc2nc(-c3ccccc3)nc3ccccc23)c1 | i |
| CN(Cc1nc2sc3c(c2c(=O)[nH]1)CCC3)C1CCS(=O)(=O)C1 (stereo not given) | i |
| Cc1oc2cc(O)ccc2c(=O)c1Oc1ccc(F)cc1 | i |
| O=C(N=C1N=C2C=CC(Br)=CN2Cc2ccccc21)C1CC1 | i |
| O=C(O)CON=C1c2ccccc2-c2ccccc21 | i |

The listing, previewed entries included:
| compound | PL synth Enamine |
| --- | --- |
| Ic1cccc(Nc2nc(-c3ccccc3)nc3ccccc23)c1 | i |
| CN(Cc1nc2sc3c(c2c(=O)[nH]1)CCC3)C1CCS(=O)(=O)C1 (stereo not given) | i |
| Cc1oc2cc(O)ccc2c(=O)c1Oc1ccc(F)cc1 | i |
| O=C(N=C1N=C2C=CC(Br)=CN2Cc2ccccc21)C1CC1 | i |
| O=C(O)CON=C1c2ccccc2-c2ccccc21 | i |
| CC(C)CN(C(=O)CN1C(=O)NC2(CCCc3sccc32)C1=O)C1CCS(=O)(=O)C1 (stereo not given) | i |
| CCc1cc2c(=O)n(Cc3ccco3)c(SCc3cc(=O)n4cc(C)ccc4n3)nc2s1 | i |
| FC(F)(F)c1nnc2n1N=C(c1cc3ccccc3o1)CS2 | i |
| NCc1ccc(S(N)(=O)=O)s1 | i |
| CCS(=O)(=O)Nc1ccc(S(=O)(=O)Nc2nc(C)cc(C)n2)cc1 | i |
| CN(C(=O)CSc1nnc(-c2cccs2)o1)C1CCS(=O)(=O)C1 (stereo not given) | i |
| Cc1nc2sc3c(c2c2nnnn12)CCC3 | i |
| CC(C)Cn1c(=S)[nH]c2sc3c(c2c1=O)CCCC3 | i |
| O=C(O)Cn1nnc(-c2cccs2)n1 | i |
| Cc1cc2c(cc1C)CSC(C)SC2 | i |
| O=C(CN1C(=O)NC2(CCCCCC2)C1=O)c1ccc(Cl)s1 | i |
| O=C(CSc1nnnn1C1CCCC1)NN1C(=O)NC2(CCCCC2)C1=O | i |
| COCCN=c1scc(-c2ccc(Br)s2)n1/N=C/c1ccc([N+](=O)[O-])o1 | i |
| Cc1cc(C(=O)Cn2nc(-c3cccs3)oc2=O)c(C)n1C1CC1 | i |
| c1ccc(-c2ccc(Oc3nc(-c4ccncc4)nc4ccccc34)cc2)cc1 | i |
| O=S(=O)(NC1CCSc2ccccc21)c1cccs1 (stereo not given) | i |
| Nc1ncc(Br)cc1[N+](=O)[O-] | i |
| Cc1sc2ncnc(NC(C)c3cccs3)c2c1C (stereo not given) | i |
| CN1CCN(CC(=O)N2CCN(C(=O)c3ccco3)CC2)CC1 | i |
| CCCCn1c(N)c(N(CC)C(=O)CC(C)(C)C)c(=O)[nH]c1=O | i |
| O=[N+]([O-])c1ccc(N2CCCc3ccccc32)c([N+](=O)[O-])c1 | i |
| CCC(c1nnc(SCC(=O)NC(=O)NC(C)(C)C)o1)N(C)C (stereo not given) | i |
| O=S1(=O)CCN2C(c3cc(Cl)ccc3Cl)=CSC2=N1 | i |
| Cc1nnc(NC(=O)C(C)(C)C)s1 | i |
| Cn1/c(=N/N=C/c2c[nH]c3ccccc23)sc2ccccc21 | i |

Additional structures:
| compound | PL synth Enamine |
| --- | --- |
| O=C1NC(=S)S/C1=C\c1ccc(-c2nc3ccccc3s2)o1 | i |
| CC(C)(C)c1nnc2sc(SCc3cc([N+](=O)[O-])cc4c3OCOC4)nn2c1=O | i |
| CCS(=O)(=O)c1ccc(O)c(N=Cc2ccc[nH]2)c1 | i |
| O=C1C2C(c3ccccc3)OC3(C(=O)c4ccccc4C3=O)C2C(=O)N1c1cccc2ccccc12 (stereo not given) | i |
| CC1CCc2c(sc3nc(CN(C)C4CCCCC4)[nH]c(=O)c23)C1 (stereo not given) | i |
| CN(C)C(=S)N=P(c1ccccc1)(c1ccccc1)c1cccn1C | i |
| CN1CCN(S(=O)(=O)c2ccc3c(c2)OCCO3)CC1 | i |
| OC1(c2ccc3c(c2)OCCO3)CN(c2ccccc2)C2=[N+]1CCCS2 (stereo not given) | i |
| Cn1c(Cc2nnc3n2-c2ccccc2SC3)nc2ccccc21 | i |
| CC1CCc2sc(C(=O)NN3C(=O)NC4(CCCCC4)C3=O)cc2C1 (stereo not given) | i |
| CC(C)(C)NC(=O)CC12CC3CC(C1)CC(CC(=O)NC(C)(C)C)(C3)C2 | i |
| Cc1cc(NC(=O)CSc2nnc(SCC(=O)Nc3cc(C)on3)s2)no1 | i |
| Clc1cccc(Cl)c1CSc1ncnc2ccccc12 | i |
| CCOC(/C=C1\Sc2c(ccc3c2CCCC3)N1CC)=C1/SC(=S)N(CC)C1=O | i |
| CC1=C(C(C)C)Nc2nnnn2C1c1ccc(Br)cc1 (stereo not given) | i |
| Clc1ccc2c(c1)c1nc3ccccc3nc1n2Cc1nc2ccccc2o1 | i |
| CN(C)c1ccc(N=Nc2nn[nH]n2)cc1 | i |
| Oc1c(/C=N/N2CCOCC2)cc2c3c1CCCN3CCC2 | i |
| CC1(C)CC(=O)C(C=NC2CCCCCC2)=C(O)C1 | i |
| O=C1NC2(CCCCCC2)C(=O)N1Cc1coc(-c2cccs2)n1 | i |
| COC(=O)C1=C(C)NC(C)=C(C(=O)OC)C1C(=O)OCC(=O)c1cc(C)n(CC(F)(F)F)c1C | i |
| Cc1nc(SCC(=O)NC(N)=O)c2c(C)c(C)sc2n1 | i |
| COc1ccc(O)c(C(=O)c2cnc3cc4c(cc3c2)OCO4)c1 | i |
| O=C(C1CC1)N1CCN(Cn2sc3ccccc3c2=O)CC1 | i |
| FC(F)(F)c1ccc2c(c1)n(Cc1ccc(Cl)c(Cl)c1)c1[n+]2CCCCC1 | i |
| O=C(Cn1cc(C(F)(F)F)cc(Cl)c1=O)NC(=O)NC12CC3CC(CC(C3)C1)C2 | i |
| Cc1ccc2nc(CSc3nnc(-c4ccc5c(c4)OCO5)o3)cn2c1 | i |
| CC1(NS(=O)(=O)c2ccccc2F)CCS(=O)(=O)C1 (stereo not given) | i |
| CC1(C)C2CCC1(CS(=O)(=O)Oc1ccc(N3CCN(S(=O)(=O)CC45CCC(CC4=O)C5(C)C)CC3)cc1)C(=O)C2 (stereo not given) | i |
| C=CCSc1nc2c(c(=O)[nH]1)C(c1cc(OC)c(OC)c(OC)c1)C1=C(CCCC1=O)N2 (stereo not given) | i |

Reprinted at random: seven records from the list.
| compound | PL synth Enamine |
| --- | --- |
| COCCN=c1scc(-c2ccc(Br)s2)n1/N=C/c1ccc([N+](=O)[O-])o1 | i |
| Cc1nnc(NC(=O)C(C)(C)C)s1 | i |
| Cc1cc2c(cc1C)CSC(C)SC2 | i |
| O=C1NC2(CCCCCC2)C(=O)N1Cc1coc(-c2cccs2)n1 | i |
| CC(C)Cn1c(=S)[nH]c2sc3c(c2c1=O)CCCC3 | i |
| CC1(C)CC(=O)C(C=NC2CCCCCC2)=C(O)C1 | i |
| O=[N+]([O-])c1ccc(N2CCCc3ccccc32)c([N+](=O)[O-])c1 | i |

Other results.
| compound | PL synth Enamine |
| --- | --- |
| Nc1c(S(=O)(=O)c2ccccc2)c2nc3ccccc3nc2n1-c1cccc(S(N)(=O)=O)c1 | i |
| CCCCN(C(=O)C1CCC1)c1c(N)n(CCCC)c(=O)[nH]c1=O | i |
| O=[n+]1cc(-c2cccc(C(F)(F)F)c2)n([O-])c2c1CCC2 | i |
| C/C(=N\NC(=S)NC(C)C)c1ccncc1 | i |
| Nc1cc(=O)[nH]c(SCC(=O)NCCN2C(=O)CSC2=O)n1 | i |
| Cc1ccc(/C=C2/SC(=S)N(C3CCCCC3)C2=O)o1 | i |
| O=C(NC(C(=O)O)C12CC3CC(CC(C3)C1)C2)c1cccs1 (stereo not given) | i |
| NC(=O)C(F)(F)S(=O)(=O)OCC(F)(F)C(F)F | i |
| O=C(C1CC1)N1CCN(Cn2c(=O)oc3ccccc32)CC1 | i |
| O=C1C=CC(=O)N1c1ccc(F)cc1 | i |
| Cc1nnc(SCC(=O)NC(=O)NC(C)C)n1C1CCCCC1 | i |
| CCOC(=O)N/N=C(\C)c1ccc(Cl)s1 | i |
| O=C(COC(=O)C12CC3CC(CC(Cl)(C3)C1)C2)N1CCCCC1 | i |
| CC12CC3CC(C)(C1)CC(CCNC(=O)C1CCCCC1)(C3)C2 | i |
| Cc1cc(C(=O)C(C)Sc2nnc(C3CC3)n2C2CC2)c(C)n1Cc1ccco1 (stereo not given) | i |
| O=C(CON=C1c2ccccc2-c2ccccc21)OCc1cc(=O)n2ccsc2n1 | i |
| COc1ccc(Nc2nc3cc(Cl)ccc3o2)cc1Cl | i |
| OCCn1c(-c2ccc(F)cc2)nc(=S)c2c1CCCC2 | i |
| Cn1cnc([N+](=O)[O-])c1Sc1ccc(Cl)cc1 | i |
| Brc1ccc(OCc2cn3ccccc3n2)cc1 | i |
| O=[N+]([O-])c1cc2c(cc1/C=N/NS(=O)(=O)c1ccc(Br)cc1)OCO2 | i |
| CC(C)N(C(=S)NC1CC2CCC1C2)c1ccccc1 (stereo not given) | i |
| c1ccc2sc(SN3CCOCC3)nc2c1 | i |
| O=[N+]([O-])c1ccc(NC(c2ccccn2)c2c[nH]c3ccccc23)cc1 (stereo not given) | i |
| CC1CC(C)CN(C(=S)NC2CCCCC2)C1 (stereo not given) | i |
| Cc1cc(C)[n+]2ccccc2n1 | i |
| CCn1c(O)c(C(C)=NCC2CCCCC2)c(=O)n(CC)c1=S | i |
| CN=c1scc(-c2ccc(C)c(C)c2)n1/N=C/c1ccc[nH]1 | i |
| CC1CCC(=NNc2ccc(S(=O)(=O)N3CCCCC3)cn2)CC1 (stereo not given) | i |
| C=CCn1c(SC2CCOC2=O)nc2sc(C)c(C)c2c1=O (stereo not given) | i |

Going on with the list.
SMILES	PL synth Enamine
COCCCn1c(SCc2nc3ccsc3c(=O)[nH]2)n[nH]c1=O	i
Fc1ccc(-c2cc3ncnc(N/N=C/c4ccncc4)c3s2)cc1	i
Cn1nnnc1Sc1ncnc2scc(-c3ccc(Cl)cc3)c12	i
CCCC1CCC(=NNC(=O)OC(C)(C)C)CC1 (stereo not given)	i
Cc1sc2nc(C(C)OC(=O)/C=C/c3ccco3)[nH]c(=O)c2c1C (stereo not given)	i
Cn1c(=O)c2c(ncn2CC(=O)NCCC2=CCCCC2)n(C)c1=O	i
COc1ccc(S(=O)(=O)NC2(C)CCS(=O)(=O)C2)cc1 (stereo not given)	i
CCCN(CCC)P(=O)(C(Cl)=C(N1CCOCC1)N1CCOCC1)N(CCC)CCC	i
C=CCn1c(SCC(=O)N2CC3(C)CC2CC(C)(C)C3)nnc1C1CCCCC1 (stereo not given)	i
CCN1C(=O)C(=C2SC3CS(=O)(=O)CC3S2)SC1=S (stereo not given)	i
COCCN(CCOC)S(=O)(=O)CC12CCC(CC1=O)C2(C)C (stereo not given)	i
c1ccc2c(c1)OCC(c1nnc3n1N=C(c1ccc(C4CCCCC4)cc1)CS3)O2 (stereo not given)	i
CC(C)c1ccc(CN2CCN(C3CS(=O)(=O)CC3O)CC2)cc1 (stereo not given)	i
COc1nc(C)nc2sc3c(c12)CCCC3	i
Nc1nnc(C2CCCCC2)s1	i
COc1cc(-c2nnc(CSc3nnc(-c4cc(OC)c(OC)c(OC)c4)o3)o2)cc(OC)c1OC	i
Cn1c(-c2ccccc2)c(/C=N/N=C2\CC3CCC2(C)C3(C)C)c2ccccc21 (stereo not given)	i
Cc1csc2nc(CSc3nnnn3C3CCCC3)cc(=O)n12	i
O=C(CSc1nnnn1Cc1cccs1)N(C1CCCC1)C1CCS(=O)(=O)C1 (stereo not given)	i
Cc1ccsc1C(=O)OCc1nc2ccsc2c(=O)[nH]1	i
O=C(Nc1n[nH]c(=S)s1)c1cccs1	i
CSc1nnc2c(n1)OC(c1ccc(Cl)c(Cl)c1)Nc1ccccc1-2 (stereo not given)	i
O=S(=O)(c1ccc(Sc2nnnn2C2CCCC2)nc1)N1CCOCC1	i
Cc1cc(=O)[nH]c(NNC2=NCCCCC2)n1	i
O=S1(=O)CCN2C(c3ccc(Br)cc3)=CSC2=N1	i
CN(C)c1ncnc2sc3c(c12)CCCC3	i
CC(OC(=O)C1=COCCO1)C(=O)NC1CCCC(C)C1C (stereo not given)	i
Cc1cc(C(=O)Cn2cnc3sccc3c2=O)c(C)n1Cc1cccs1	i
CC(C)(C)NC(=O)COC(=O)C1CC2CCCC(C1)C2=O (stereo not given)	i
O=C(O)c1ccc[nH]1	i

Following part.
SMILES	PL synth Enamine
CN(CCO)c1ncnc2sccc12	i
O=S1(=O)CCN2C(c3ccc(F)c(F)c3)=CSC2=N1	i
O=C(OCc1cc(=O)n2cc(Br)ccc2n1)c1ccc(Br)o1	i
Cc1nc2ccccc2c2nc3ccccc3n12	i
O=C(OCC(=O)C12CC3CC(CC(C3)C1)C2)c1ccc(Br)o1	i
O=C(Nc1nc(-c2ccco2)c(-c2ccco2)s1)C1CCC1	i
Cc1ncc(C[n+]2cccc(CO)c2)c(N)n1	i
CCOc1cc(S(=O)(=O)NC2CC(C)(C)NC(C)(C)C2)ccc1Br	i
S=c1[nH]nc(Cc2cccc3ccccc23)n1/N=C/c1cccnc1	i
CCCS/C(N)=N/N=C/c1cc(C)cc(/C=N/N=C(\N)SCCC)c1O	i
Cc1sc2nc(-c3cccs3)nc(Sc3nnc(C4CC4)o3)c2c1C	i
CCP(=S)(C1=C(N2CCOCC2)/C(=C\c2ccccc2)CC1)C1=C(N2CCOCC2)/C(=C\c2ccccc2)CC1	i
COC(=O)CCc1ccc(/C=C/C(=O)O)o1	i
Clc1cccc(Cl)c1CSc1nnc(-c2ccc3c(c2)OCO3)o1	i
C/C(=N\NC(=O)c1cc2c(s1)CCC(C)C2)c1ccc[nH]1 (stereo not given)	i
CC(=O)N1CCN(C(=O)CCC(=O)O)CC1	i
O=c1c(Cl)c(Cl)cnn1Cn1nnc2ccccc2c1=O	i
Oc1ccc(Br)cc1/C=N/n1cc(-c2ccccc2)[nH]c1=S	i
Clc1ccc(Cl)c(SCCSc2ncn[nH]2)c1	i
O=C(OCn1nnc2ccccc2c1=O)c1cc(=O)c2ccccc2o1	i
O=S(=O)(Nc1nc2ccccc2nc1Nc1cccc(S(=O)(=O)N2CCOCC2)c1)c1ccc2c(c1)OCCO2	i
CCOC(=O)N1CCN(CC(O)COCC2=CCC3CC2C3(C)C)CC1 (stereo not given)	i
